Compound activity: PubChem, several laboratories
BoNT-F LC inh = inhibitors of Botulinum neurotoxin F light chain protease; Multiplex microsphere protease cleavage assay, flow cytometry; inhibition, % at 10 µM; hit rate 0.22% among 360,000; AID 588497; in the data active = inhibition above about 35%, passing the limit was not always enough; inconclusive = no clear call, values can overlap the other calls; also: plate controls were buffer without enzyme for full effect and enzyme alone for no effect
VHR inh abs = blocks human VHR1 dual specificity phosphatase | hit rate 0.52% among 290,000 | recombinant VHR phosphatase, pNPP absorbance | AID 1654 | P51452 | inhibition, % at 13.3 µM; in the data active = inhibition above about 50%; also: some compounds called inactive have numbers as strong as hits
UGM FP inh = inhibitors of M. tuberculosis UDP-galactopyranose mutase; hit rate 0.06% among 320,000; P9WIQ1; purified UGM, fluorescence polarization probe displacement; inhibition, % at 10 µM; in the data active = inhibition above about 10%, passing the limit was not always enough; inconclusive = no clear call, values can overlap the other calls
Target sequence (P9WIQ1 whole entry, looked up): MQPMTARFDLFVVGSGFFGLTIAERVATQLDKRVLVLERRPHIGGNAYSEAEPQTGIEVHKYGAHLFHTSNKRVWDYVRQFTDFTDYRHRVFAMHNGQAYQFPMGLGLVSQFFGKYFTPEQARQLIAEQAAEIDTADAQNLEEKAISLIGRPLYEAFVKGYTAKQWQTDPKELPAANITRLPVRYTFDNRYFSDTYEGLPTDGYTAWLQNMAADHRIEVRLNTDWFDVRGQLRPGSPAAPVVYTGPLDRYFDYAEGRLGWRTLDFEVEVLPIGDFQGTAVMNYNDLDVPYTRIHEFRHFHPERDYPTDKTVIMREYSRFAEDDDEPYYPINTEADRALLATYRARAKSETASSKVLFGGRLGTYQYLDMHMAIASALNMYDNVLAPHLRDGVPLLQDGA
BioA inh = BioA (M. tuberculosis) enzyme inhibition | purified M. tuberculosis BioA enzyme, plate reader | inhibition, % at 9.99 µM | hit rate 0.096% among 360,000 | AID 602481; in the data active = inhibition above about 40%; inconclusive = no clear call, values can overlap the other calls
GDH-TPI inh = inhibits GDH-TPI coupling enzymes, artifact for Mtb FBA screen; hit rate 1.2% among 360,000; GDH-TPI coupled enzyme counterscreen, NADH absorbance; inhibition, % at 4.8 µM; AID 588335;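 also: 0% = DMSO wells and 100% = wells lacking the enzyme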
MazEF act = MazEF (E. coli) toxin RNase activation; hit rate 0.32% among 350,000; P0AE70; FAM/BHQ RNA-DNA oligo cleavage fluorescence, 5 h; activation, % at 20 µM; in the data active = activation above about 50%
Target sequence (P0AE70 whole entry, looked up): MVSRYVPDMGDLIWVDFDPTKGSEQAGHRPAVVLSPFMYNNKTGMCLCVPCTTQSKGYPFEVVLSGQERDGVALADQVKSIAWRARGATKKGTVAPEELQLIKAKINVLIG
Mtb FBA inh = inhibits M. tuberculosis FBA enzyme; P9WQA3; purified M. tuberculosis FBA, fluorescence read-out; inhibition, % at 1 µM; hit rate 2.3% among 360,000; AID 588726; in the data active = inhibition above about 27%;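 also: 0% = vehicle and 100% = reference inhibitor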
FadD28 FP inh = blocks FadD28 binding to the bisubstrate probe. hit rate 0.22% among 360,000. AID 588549. inhibition, % at 12.5 µM. fluorescence polarization; in the data active = inhibition above about 8.5%, passing the limit was not always enough; inconclusive = no clear call, values can overlap the other calls
Rv3671c inh = inhibitors of M. tuberculosis serine protease Rv3671c | P9WHR9 | inhibition, % at 5.96 µM | hit rate 0.048% among 320,000 | AID 2606; in the data active = inhibition above about 38%;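 also: extracellular domain of Rv3671c used as enzyme; 0% = enzyme with DMSO and 100% = no enzyme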
Target sequence (P9WHR9 whole entry, looked up, the tested form may be a part): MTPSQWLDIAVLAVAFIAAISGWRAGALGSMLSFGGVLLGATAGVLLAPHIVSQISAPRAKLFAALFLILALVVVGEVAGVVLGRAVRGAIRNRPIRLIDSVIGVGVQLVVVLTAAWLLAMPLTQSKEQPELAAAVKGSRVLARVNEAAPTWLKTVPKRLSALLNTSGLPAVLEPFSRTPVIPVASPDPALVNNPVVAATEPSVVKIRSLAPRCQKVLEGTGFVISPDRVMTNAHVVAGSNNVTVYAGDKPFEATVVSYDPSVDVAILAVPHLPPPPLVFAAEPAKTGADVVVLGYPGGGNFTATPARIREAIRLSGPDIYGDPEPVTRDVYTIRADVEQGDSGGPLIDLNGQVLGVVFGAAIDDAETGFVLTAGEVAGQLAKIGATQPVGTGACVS
CCHFV vOTU inh = blocks the CCHF virus ovarian tumor domain protease; CCHFV vOTU protease, Pep-AMC fluorescence; inhibition, % at 11.5 µM; hit rate 0.55% among 370,000; also: 0% = vehicle wells with enzyme and 100% = no enzyme wells
* hit, by the source's call; ? = inconclusive; / = no result given; & = joins results of further samples. Rule as the data show it, unless noted: active = inhibition above about 30%; inactive = the rest. Not a hit list, and some 4.9% of all compounds hit somewhere here.

Values run as follows: BoNT-F LC inh	VHR inh abs	UGM FP inh	BioA inh	GDH-TPI inh	MazEF act	Mtb FBA inh	FadD28 FP inh	Rv3671c inh	CCHFV vOTU inh
- Cc1ccc(OCC(=O)N/N=C\c2ccc(-c3cccc(C(=O)O)c3)o2)c(C)c1
 : 1	30	2.5	0.4	24	-2	9	-3.4	1	-5
- Cc1ccc(-n2c(SCC(=O)NCCN3C(=O)CSC3=O)nnc2-c2ccccc2)cc1
 : 3	-7	-3.3	/	4	6	2	-2.0	-3	-1
- CC(C)CC(=O)N1CCN(c2ccc(NC(=O)c3ccco3)cc2)CC1
 : -14	0	1.2	-2.3	2	-5	3	0.2	0	4
- COc1cccc(CN2CCNC(=O)C2CC(=O)NCc2cn3cccc(C)c3n2)c1OC (centres undefined)
 : -3	25	-1.2	/	3	-14	5	-1.5	-5	-8
- O=C(Nc1ccc(F)cc1)N1CCN(c2nc3ccccc3s2)CC1
 : -8	3	5.6	/	-11	-35	0	-5.4	1	7
- CC1CCCN(C(=O)c2ccc3c(=O)n(C4CCCC4)c(=S)[nH]c3c2)C1 (centres undefined)
 : -2	-4	0.3	-2.0	-3	5	5	-3.8	6	-21
- CNC(=O)c1c(NC(=O)c2ccc3ncsc3c2)sc(C)c1C
 : -3	/	/	-0.7	10	12	1	-2.0	/	-6
- O=C(NC12CC3CC(CC(C3)C1)C2)N1CCN(c2ccccc2)CC1
 : ?	-13	1.6	-4.5	0	4	0	-0.8	-2	-3
- C=CCn1c(SCC(=O)N(C)C2CCS(=O)(=O)C2)nnc1-c1ccccc1 (centres undefined)
 : 6	/	-0.9	/	1	6	1	0.5	3	29
- COC(=O)c1ccc(NC(=O)COc2ccc3c(c2)OCO3)cc1
 : -20	36	1.8	/	4	-2	3	/	-10	-18
- O=C(NCc1cccnc1)/C(=N\O)c1ccccc1
 : -3	32	-2.1	-1.5	2	1	-7	-3.3	5	-4
- Cc1cccnc1Oc1ncccc1N
 : ?	/	-5.6	-0.4	-3	-8	1	-5.1	-2	2
- CC1=C(OC(=O)c2ccccc2)C(C)(C)C(c2ccc(Br)cc2)OC1=O (centres undefined)
 : -5	0	0.5	0.8	1	-1	3	-5.1	11	0
- CCN(c1ccccc1)S(=O)(=O)c1ccc(Oc2ccccc2C(C)=O)nc1
 : 3	/	-1.7	-0.3	-2	1	-4	-3.9	1	-11
- CCOc1ccc(Nc2ncnc3ccc([N+](=O)[O-])cc23)cc1
 : -7	21	4.6	/	9	-1	-6	-3.3	3	2
- CCN(CC(=O)Nc1ccc(C#N)c(Cl)c1)CC(=O)NC(C)(C)C
 : -3	12	-3.2	-1.7	3	-2	0	0.3	0	-9
- O=C(NCC(=O)N(CCN1CCOCC1)C(C(=O)NC1CCCC1)c1ccccc1)c1cccs1 (centres undefined)
 : 1	4	-0.3	-1.3	-5	2	2	-0.4	7	0
- CCOC(=O)CN1C(=O)C(C)(C)Oc2ccc(C(=O)NC(C)(C)CC)cc21
 : -5	10	-1.1	1.4	4	4	0	-0.1	-6	11
- Cc1cc(C(=O)N(C)Cc2c(F)cccc2Cl)c2ccccc2n1
 : -2	21	1.4	-0.8	-5	-25	3	0.9	0	13
- O=C(Nc1ccc(NS(=O)(=O)c2ccc([N+](=O)[O-])cc2)cc1)c1ccco1
 : -4	1	-1.5	0.0	6	5	-2	-4.3	2	-3
- Cc1ccnc(N2CCC(C(=O)Nc3nnc(C)s3)CC2)n1
 : -8	6	-0.7	0.0	0	-1	7	-2.8	-13	12
- COc1ccccc1C1=NOC(COC(=O)c2ccc([N+](=O)[O-])cc2)C1 (centres undefined)
 : -4	-18	-1.7	-0.2	6	8	1	-1.9	-9	-12
- O=C(c1c[nH]c(C(=O)C(Cl)(Cl)Cl)c1)c1ccccc1Cl
 : 0	-7	-2.7	/	-8	3	-1	-1.1	-2	8
- O=C(O)C(Oc1ccc2c(c1)oc(=O)c1ccccc12)c1ccccc1 (centres undefined)
 : 1	9	0.1	-1.2	9	-5	92*	-9.8	1	-80
- CC(C)OC(=O)CSc1nnc(-c2cnccn2)n1-c1ccc(Cl)cc1
 : -7	-3	-1.6	8.8	5	0	-2	-2.2	7	2
- COc1ccc(-c2cc(C(F)(F)F)nc(SCCC(=O)N3CCOCC3)n2)cc1
 : -5	18	1.2	/	17	29	14	0.1	-4	4
- C=CCn1c(=N)c(S(=O)(=O)c2ccc(C)c(C)c2)cc2c(=O)n3ccccc3nc21
 : 1	2	4.9	-3.3	2	183*	6	-0.8	-8	-1
- O=C(COc1ccccc1Cl)Nc1ccccc1C(=O)N1CCCCC1
 : 2	-9	-0.8	1.7	4	3	1	-0.7	6	-4
- COc1ccc(OCc2ccc(-c3nc4ccccc4c(=O)n3N)o2)cc1
 : -4	28	0.3	3.8	23	0	1	-5.9	-3	8
- COC(=O)N(C)C[C@@H]1OCc2cnnn2CCCC(=O)N([C@@H](C)CO)C[C@H]1C
 : -3	/	/	1.2&-0.2	-5	3	1	0.0	/	-6
- COc1ccc(C(=O)N(NC(=O)Oc2ccccc2)C(C)(C)C)cc1
 : -1	-8	/	-1.7	9	1	0	-1.9	-2	-23
- O=C(Nc1ccc(F)cc1)Nc1ccccc1C(=O)NCCN1CCNC1=O
 : /	1	-2.3	0.1	4	-5	1	-1.8	-9	-14
- O=C(Cn1nc(Cc2cccnc2)c2ccccc2c1=O)NCc1ccc(F)cc1
 : 1	21	-0.8	-2.1	0	-1	2	0.6	-13	6
- CC1(C)CC2CC(C)(CN2C(=O)c2ccccc2)C1 (centres undefined)
 : -10	24	-0.2	/	-9	4	-2	-2.1	19	-16
- O=C(O)CCC(NC(=O)OCc1ccccc1)C(=O)O (centres undefined)
 : -5	28	0.0	-0.6	-2	0	2	-2.0	4	8
- O=C(Nc1nnc(-c2cccnc2)o1)c1ccccc1Cl
 : -1	15	-0.4	/	-4	8	-4	-0.3	-3	-12
- Cc1ccc(NC(=O)CSC(C)C(=O)OCC(=O)N2CCN(C(=O)c3ccco3)CC2)cc1 (centres undefined)
 : 9	/	2.4	0.6	5	-9	3	1.7	0	2
- O=C(CCc1nc2ccccc2[nH]c1=O)OCC(=O)N1CCc2ccccc21
 : 3	19	-1.2	-0.2	8	0	5	-0.6	-10	-7
- Cc1ccn2cc(C(=O)N3CCCC(Nc4ccc(F)cc4)C3)nc2c1 (centres undefined)
 : 11	19	-2.5	0.0	-11	6	-4	-3.6	5	-8
- CC1C(c2ccccc2)OC(=O)N1C (centres undefined)
 : -4	/	/	-2.8	6	1	0	1.4	/	7

Reprinted at random: two records from the list, in no set order.
Values run as follows: BoNT-F LC inh	VHR inh abs	UGM FP inh	BioA inh	GDH-TPI inh	MazEF act	Mtb FBA inh	FadD28 FP inh	Rv3671c inh	CCHFV vOTU inh
- O=C(COc1ccccc1Cl)Nc1ccccc1C(=O)N1CCCCC1
 : 2	-9	-0.8	1.7	4	3	1	-0.7	6	-4
- COC(=O)N(C)C[C@@H]1OCc2cnnn2CCCC(=O)N([C@@H](C)CO)C[C@H]1C
 : -3	/	/	1.2&-0.2	-5	3	1	0.0	/	-6

Full records, looked up by structure. Values in the order: BoNT-F LC inh, VHR inh abs, UGM FP inh, BioA inh, GDH-TPI inh, MazEF act, Mtb FBA inh, FadD28 FP inh, Rv3671c inh, CCHFV vOTU inh
COc1ccccc1C1=NOC(COC(=O)c2ccc([N+](=O)[O-])cc2)C1 (centres undefined) reads -4, -18, -1.7, -0.2, 6, 8, 1, -1.9, -9, -12
CC1(C)CC2CC(C)(CN2C(=O)c2ccccc2)C1 (centres undefined) reads -10, 24, -0.2, /, -9, 4, -2, -2.1, 19, -16
O=C(O)C(Oc1ccc2c(c1)oc(=O)c1ccccc12)c1ccccc1 (centres undefined) reads 1, 9, 0.1, -1.2, 9, -5, 92*, -9.8, 1, -80
COc1ccc(OCc2ccc(-c3nc4ccccc4c(=O)n3N)o2)cc1 reads -4, 28, 0.3, 3.8, 23, 0, 1, -5.9, -3, 8

Compounds listed so far that have a thiophene ring, fused or not, in the order listed:
Values run as follows: BoNT-F LC inh	VHR inh abs	UGM FP inh	BioA inh	GDH-TPI inh	MazEF act	Mtb FBA inh	FadD28 FP inh	Rv3671c inh	CCHFV vOTU inh
- CNC(=O)c1c(NC(=O)c2ccc3ncsc3c2)sc(C)c1C
 : -3	/	/	-0.7	10	12	1	-2.0	/	-6
- O=C(NCC(=O)N(CCN1CCOCC1)C(C(=O)NC1CCCC1)c1ccccc1)c1cccs1 (centres undefined)
 : 1	4	-0.3	-1.3	-5	2	2	-0.4	7	0

Next section.
Values run as follows: BoNT-F LC inh	VHR inh abs	UGM FP inh	BioA inh	GDH-TPI inh	MazEF act	Mtb FBA inh	FadD28 FP inh	Rv3671c inh	CCHFV vOTU inh
- O=C(O)c1ccc2c(c1)CCC2
 : -2	17	1.1	-0.2	-7	-6	-1	-4.6	3	10
- CCCS(=O)(=O)N1CCCC(C(=O)NCCCN(C)Cc2ccccc2)C1 (centres undefined)
 : 3	-7	1.7	-2.2	-9	-5	1	-2.2	-11	7
- c1coc(C2=NC(c3ccco3)C(c3ccco3)N2)c1 (centres undefined)
 : 7	/	/	-0.7	1	-6	49*	0.4	/	/
- Cc1nc(SCC(=O)Nc2ccc(C)c(F)c2)c2oc3ccccc3c2n1
 : 1	18	3.9	-1.2	-1	0	2	0.0	-3	0
- Fc1ccc(N2CCN(C(c3cccs3)c3nnnn3C3CCCC3)CC2)cc1 (centres undefined)
 : 1	29	-3.2	0.4	1	-1	-1	1.4	5	8
- Cc1cc(OCC(=O)Nc2ccncc2)ccc1Br
 : 6	4	-0.9	-0.6	0	4	2	-3.7	-4	11
- Cc1cccc(C(=O)O/N=C(\N)Cc2cccc3ccccc23)c1
 : -2	18	3.0	-0.6	-8	5	1	-3.7	-3	/
- O=C(Nc1cccc(S(=O)(=O)N2CCCC2)c1)c1cc(-c2ccccn2)nc2ccccc12
 : -7	7	-1.5	2.0	4	-6	-3	-2.5	-41	-14
- Cc1noc(C)c1S(=O)(=O)N1CCC(C(=O)N2CCN(c3ccc(Cl)cc3)CC2)CC1
 : -8	16	0.3	0.7	4	-9	2	-1.7	4	5
- O=C(O)c1oc2ccccc2c1CSCc1ccccc1
 : -6	11	1.5	-0.6	-3	1	-2	-0.9	4	-9
- COc1cc(C(=O)NC(=S)Nc2ccccc2[N+](=O)[O-])cc(OC)c1OC
 : -1	2	-1.1	1.5	1	-5	-4	-0.8	5	7
- CCOC(=O)c1c(C)[nH]c(C(=O)OC(C)C(=O)NC2CCCCC2C)c1C (centres undefined)
 : -14	/	3.2	-1.4	11	-4	1	-1.1	-5	5
- Cc1ccc(N(CCC#N)C(=O)CSc2nnc3ccccn23)cc1
 : -5	/	3.0	-0.5	2	2	0	-0.5	1	1
- COc1ccc(CCNC(=O)CSc2nc(C)cs2)cc1
 : -9	4	-1.6	/	8	8	1	-1.0	1	-12
- CCOc1ccc(-c2nnc(SCC(=O)N(CC)CC)n2N)cc1
 : -5	4	-2.1	/	-7	-1	1	-3.6	-2	-1
- COc1ccc(CC(=O)Nc2nc3n(n2)C(c2ccccc2)CC(=O)N3)cc1OC (centres undefined)
 : 5	0	-0.8	-1.4	1	4	2	-2.6	5	/
- COc1cc(NC(=O)CCc2nnc3ccc(N4CCN(c5cccc(OC)c5)CC4)nn23)cc(OC)c1
 : 0	18	-0.3	-1.2	13	3	4	0.8	-3	2
- CCCn1c(=O)c2c(nc3n2CCN3Cc2ccco2)n(C)c1=O
 : -7	4	-0.6	/	11	6	2	-1.7	-3	-22
- CC(=O)N(/N=C1\Sc2ccccc2C1=O)c1cccc(C)c1
 : 2	7	1.3	-0.6	2	4	-14	-3.3	-142	36*
- CC(=O)Nc1ccc(S(=O)(=O)NC2(C(F)(F)F)C(=O)Nc3c2c(=O)[nH]c(=O)n3C)cc1 (centres undefined)
 : 2	10	-0.1	-1.6	-3	-1	0	-5.5	0	-5
